TEAD-YAP inh: TEAD-YAP interaction inhibition, primary screen, TEAD-YAP interaction inhibitor project, luminescence, HEK-TIYL cells; TEAD-Gal4/YAP UAS-luciferase luminescence; inhibition, % at 9.12 µM; hit rate 1.4% among 640,000; AID 1259422, 2018; in the data active = inhibition above about 32%;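 note: 0% = median of test compound wells and 100% = reference inhibitor wells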
MITF primary: MITF inhibitors, primary screen, biochemical, AlphaScreen, human; inhibition, % at 2.6 µM; hit rate 0.91% among 650,000; Microphthalmia-associated transcription factor (Homo sapiens), O75030; AlphaScreen MITF homodimerization, bead proximity signal; in the data active = inhibition above about 50%;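 note: 0% = vehicle wells with protein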
Target sequence (O75030 whole entry, looked up): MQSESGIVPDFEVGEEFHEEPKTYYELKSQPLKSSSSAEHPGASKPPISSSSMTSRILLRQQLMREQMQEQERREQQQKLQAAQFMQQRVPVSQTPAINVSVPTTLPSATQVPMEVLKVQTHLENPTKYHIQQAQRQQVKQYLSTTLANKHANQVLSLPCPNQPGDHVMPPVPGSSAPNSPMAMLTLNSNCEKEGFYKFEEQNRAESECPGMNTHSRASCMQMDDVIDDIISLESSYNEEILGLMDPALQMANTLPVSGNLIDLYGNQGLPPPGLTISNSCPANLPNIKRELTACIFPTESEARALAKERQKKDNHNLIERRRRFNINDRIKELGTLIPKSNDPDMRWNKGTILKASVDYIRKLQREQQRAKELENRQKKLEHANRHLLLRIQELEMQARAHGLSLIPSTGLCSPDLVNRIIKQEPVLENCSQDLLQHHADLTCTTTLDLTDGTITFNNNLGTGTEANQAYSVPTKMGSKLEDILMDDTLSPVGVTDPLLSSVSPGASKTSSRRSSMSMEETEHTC
GPR151 ag: activators of human GPR151, primary screen, cell-based, PathHunter beta-arrestin, luminescence. PathHunter beta-arrestin GPR151 cells. hit rate 1% among 650,000. AID 1508602, 2020. activation, % at 11.2 µM. G-protein coupled receptor 151 (Homo sapiens), Q8TDV0; in the data active = activation above about 4.9%;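 note: 0% = median of compound wells and 100% = cells with positive control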
Target sequence (Q8TDV0 whole entry, looked up): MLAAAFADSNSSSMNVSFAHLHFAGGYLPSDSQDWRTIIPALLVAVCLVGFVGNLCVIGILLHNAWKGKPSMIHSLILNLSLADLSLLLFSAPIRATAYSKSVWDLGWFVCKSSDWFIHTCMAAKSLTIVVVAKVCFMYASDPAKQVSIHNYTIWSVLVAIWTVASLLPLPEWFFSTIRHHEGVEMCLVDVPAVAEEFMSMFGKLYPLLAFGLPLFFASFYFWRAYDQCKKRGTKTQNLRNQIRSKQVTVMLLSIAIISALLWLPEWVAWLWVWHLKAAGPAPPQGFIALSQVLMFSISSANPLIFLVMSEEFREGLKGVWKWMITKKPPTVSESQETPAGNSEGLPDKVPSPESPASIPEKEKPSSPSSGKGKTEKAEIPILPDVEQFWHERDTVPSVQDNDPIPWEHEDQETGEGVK
FBW7 act: FBW7 E3 ligase activators, primary screen, biochemical, AlphaScreen, human. F-box/WD repeat-containing protein 7 (Homo sapiens), Q969H0. normalized activity (activation), % at 26.1 µM. AID 1259310, 2017. hit rate 0.13% among 650,000. AlphaScreen FBW7–phospho-cyclin E peptide binding, activator screen; in the data active = normalized activity above about 1.9%;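 note: purified mutant Fbw7 with reduced substrate affinity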
* = called active by the depositor; . = no result given.

Letters – A = TEAD-YAP inh; B = MITF primary; C = GPR151 ag; D = FBW7 act
COc1cc(SC)ccc1C(=O)Nc1c(C)n(C)n(-c2ccccc2)c1=O
  A = 6.1	B = 9.0	C = -0.3	D = 0.3

O=C(CCc1nnc(Cc2ccc(-c3ccccc3)cc2)o1)N1CCSCC1
  A = -47.5	B = 2.4	C = 0.8	D = -0.1

CN1C(=O)c2c(sc3c2CCCC3)NC1c1ccc(O)cc1 (stereo unspecified)
  A = 1.9	B = -8.8	C = -1.7	D = 0.1

CCN(CC(=O)NCc1cccs1)S(=O)(=O)c1ccc(Cl)cc1C(F)(F)F
  A = -1.2	B = 7.3	C = 0.9	D = 0.0

O=C(Nc1nc(-c2ccc(Cl)cc2)cs1)c1ccc([N+](=O)[O-])cc1
  A = -6.7	B = -2.1	C = 3.2	D = -0.1

Cc1ccc(C(=O)O)cc1-c1ccc(/C=C2\SC(=O)N(C)C2=O)o1
  A = -32.3	B = 25.3	C = 0.2	D = -0.1

Cc1cc(NS(=O)(=O)c2ccc(NC(=O)c3cccc(F)c3)cc2)no1
  A = 6.1	B = -1.4	C = 0.9	D = 0.1

O=C(CC1(O)C(=O)Nc2ccc(Br)cc21)c1ccc(Cl)s1 (stereo unspecified)
  A = 5.3	B = 12.1	C = 2.2	D = -0.2

CCn1c(=O)c2c(nc3n2CCN3c2ccc(OC)cc2)n(C)c1=O
  A = 2.4	B = 1.1	C = -0.4	D = 0.0

CC1(C)C(=O)N(CCN2CCC(C(=O)c3ccc(F)cc3)CC2)c2ccccc21
  A = 4.7	B = 24.7	C = -1.9	D = 0.0

Cc1c(C(=O)NCC2CCCO2)sc2ncnc(N(C)c3ccccc3)c12 (stereo unspecified)
  A = -6.5	B = -8.1	C = -0.7	D = 0.2

O=C(Nc1ccccc1)c1cccc(-n2ncc3ccc(-c4nn[nH]n4)cc32)c1
  A = -5.3	B = 4.7	C = -0.5	D = -0.1

CC(=O)c1ccc(NC(=O)c2cc3c(ccc4ccccc43)oc2=O)cc1
  A = 3.9	B = 2.0	C = 0.6	D = -0.1

CCC(C)NC(=O)CNC(=O)Cn1cnc2sc(C)c(C)c2c1=O (stereo unspecified)
  A = -8.8	B = 15.6	C = -1.5	D = 0.2

O=C(CSc1ccccc1)Nc1ccc(C(=O)Nc2ccc(O)cc2)cc1
  A = 6.8	B = 16.7	C = 0.7	D = 0.0

CC(=O)c1c(C)oc2ccc(N(C(=O)Oc3ccccc3)S(=O)(=O)c3ccc(C)cc3)cc12
  A = 10.2	B = 13.4	C = 0.0	D = 0.2

CC(NC(=O)c1nnc(Cc2ccc(F)cc2Cl)o1)c1ccccc1 (stereo unspecified)
  A = 3.8	B = 4.8	C = 0.1	D = -0.1

COc1ccc(Cl)cc1C(=O)NC(=S)Nc1cccc(-c2nc3ncccc3o2)c1
  A = -8.4	B = 4.8	C = -2.4	D = 0.1

CC(=O)Nc1ccccc1C(=O)N/N=C/c1ccc(O)cc1
  A = 3.2	B = 5.8	C = -0.7	D = 0.1

O=C1C2CCCCC2C(=O)N1c1ccc(N2CCCC(CO)C2)c([N+](=O)[O-])c1 (stereo unspecified)
  A = 11.9	B = 10.2	C = 0.6	D = 0.4

C=C(C)C/C=C/C(=C)C[C@H](C)[C@H]1OC(=O)[C@H](C)/C=C/C=C/[C@@H](O)[C@H](O)/C=C/CC[C@H]2CC[C@H](O2)[C@H]1O
  A = -10.7	B = 5.0	C = 2.7	D = -0.1

O=C(CSCc1ccc(F)cc1)Nc1ccc(F)cc1
  A = -30.2	B = 7.1	C = 0.9	D = -0.1

O=C(NC1CCN(Cc2ccccc2)CC1)c1cnn(-c2ccccc2)c1-n1cccc1
  A = 1.7	B = 10.4	C = 1.0	D = 0.1

O=C(CCc1nnc(CCCc2ccccc2)o1)NCC(F)(F)F
  A = -35.3	B = -17.8	C = 0.4	D = -0.1

COc1nc(NCc2nc3ccccc3[nH]2)nc(Nc2ncccn2)n1
  A = 8.8	B = 10.7	C = -1.2	D = 0.1

Cc1cc2c(cc1C)N(C(=O)c1cccc([N+](=O)[O-])c1)C(C)(C)c1ssc(=S)c1-2
  A = 1.4	B = 17.9	C = -0.6	D = 0.0

O=c1/c(=C/c2ccccc2F)sc2nc3ccccc3n12
  A = -19.2	B = -5.1	C = 1.8	D = 0.0

C=CCn1c(=O)c(C(=O)Nc2cc(C)ccc2C)c(O)c2ccccc21
  A = 9.0	B = -5.9	C = -0.5	D = -0.2

C[C@@H](O)CCC[C@@H](O)/C=C/[C@H]1[C@H](O)CC(=O)[C@@H]1C/C=C\CCCC(=O)O
  A = .	B = 4.0	C = 0.1	D = .

CCN(CC)CCCNc1cc(C)c(C#N)c2nc3ccccc3n12
  A = 3.4	B = 0.4	C = -1.4	D = 0.1

O=C(O)C(c1ccccc1)N1C(=O)c2cccc3cccc(c23)C1=O (stereo unspecified)
  A = 1.5	B = -10.9	C = 1.1	D = -0.1

O=C(CSc1ccc(-c2cccnc2)nn1)NCc1ccccc1Cl
  A = -2.5	B = -9.8	C = -0.6	D = -0.1

CCn1c(=NC(C)=O)sc2cc(Br)ccc21
  A = 3.2	B = 3.5	C = 1.0	D = -0.1

COCCCNC(=S)N1CCN(c2ccccn2)CC1
  A = 1.4	B = -0.1	C = -0.5	D = -0.3

COc1ccc2nc(NCCCNC(=O)Nc3ccccc3C(F)(F)F)c(C#N)cc2c1
  A = 3.5	B = 7.8	C = 0.2	D = -0.2

COc1ccc(C(=O)Nc2sc3c(c2C#N)CC(C)CC3)c(OC)c1 (stereo unspecified)
  A = 3.9	B = 19.5	C = -1.7	D = 0.2

CCSc1nnc(-c2ccncc2)n1-c1ccccc1
  A = -0.1	B = 5.9	C = -1.1	D = -0.5

Cc1cc(NC(=O)c2c(-c3c(Cl)cccc3Cl)noc2C)no1
  A = 9.2	B = 14.0	C = -0.7	D = 0.0

Cc1ccc(SCCC(=O)Nc2ccc3c(c2)OCCO3)cc1
  A = -3.8	B = -5.3	C = -0.6	D = -0.2

O=C(NCCO)c1nnc(-c2ccc3c(c2)OCO3)o1
  A = -28.6	B = -8.3	C = -0.2	D = 0.2

CCCCc1ccc(C2=N/C(=C\c3cccc(OC)c3)C(=O)O2)cc1
  A = -4.4	B = 7.3	C = 1.7	D = 0.2

O=C1Nc2ccc(Br)cc2C1(O)c1ccccc1 (stereo unspecified)
  A = 7.1	B = 7.1	C = -1.1	D = -0.1

CCOC(Cn1c(CO)nc2ccccc21)OCC
  A = 5.3	B = 3.5	C = -1.6	D = 0.0

COc1cc(-c2nc(-c3cccc(C(F)(F)F)c3)c(-c3ccccc3)[nH]2)cc(OC)c1O
  A = 5.0	B = 9.4	C = -0.9	D = 0.1

COCCCNCCCOc1ccc(C(C)(C)c2ccccc2)cc1
  A = 4.8	B = 76.2*	C = 0.2	D = -0.1

Profiles from above. Order of screens: TEAD-YAP inh, MITF primary, GPR151 ag, FBW7 act
`Cc1ccc(C(=O)O)cc1-c1ccc(/C=C2\SC(=O)N(C)C2=O)o1` is entered as -32.3, 25.3, 0.2, -0.1
`O=C(O)C(c1ccccc1)N1C(=O)c2cccc3cccc(c23)C1=O` (stereo unspecified) is entered as 1.5, -10.9, 1.1, -0.1

Going on with the list.
Letters – A = TEAD-YAP inh; B = MITF primary; C = GPR151 ag; D = FBW7 act
Cc1cc(NC2C3CC4CC(C3)CC2C4)n2ncnc2n1 (stereo unspecified)
  A = -1.5	B = -4.3	C = 1.2	D = -0.2

CC(=O)n1c(C=Nc2ccc(Cl)cc2)c(O)c2ccccc21
  A = -1.1	B = 6.3	C = -1.2	D = 0.1

CCCCC[C@H](O)/C=C/[C@@H]1[C@@H](CC(=O)CCC(=O)O)[C@@H](O)C[C@H]1O
  A = .	B = 9.3	C = -0.6	D = .

Cc1cc2c(c(SCc3ccc(Cl)cc3)n1)C(=O)OC2
  A = -13.0	B = -3.4	C = 1.2	D = 0.0

COCCNC(=O)c1cc(-c2cccs2)nc2ccccc12
  A = 6.5	B = 0.0	C = -1.2	D = 0.4

CN1CC(=O)N2CCN(C(=O)c3cc(F)c(F)cc3F)C[C@@H]2C1=O
  A = 3.2	B = 11.2	C = 0.2	D = 0.6

O=[N+]([O-])c1cnn(Cc2ccccc2Cl)c1
  A = -6.2	B = -1.1	C = -0.5	D = -0.2

CCc1ccccc1Nc1ncnc2c1cnn2-c1cccc(C)c1
  A = 3.0	B = -0.9	C = 0.1	D = 0.1

NC(=O)c1cc(N)ccc1N1CCCC1
  A = 13.2	B = 15.7	C = 0.1	D = -0.3

CCN(CC)c1nc(Nc2ccccc2)nc(N2CCCC2CO)n1 (stereo unspecified)
  A = -7.8	B = -13.6	C = 0.8	D = 0.4

Cc1ccccc1CN1C[C@@H]2C[C@@H](c3ccc4nsnc4c3)N3CCC[C@@]23C1=O
  A = -1.7	B = 14.0	C = -0.7	D = 0.0

COC(=O)C1=C(C)N(Cc2cccnc2)C(=O)/C1=C\c1ccco1
  A = 2.1	B = 12.1	C = -0.1	D = -0.3

Cc1ccc(C(C)C)c(OCCN2C(=O)c3ccccc3C2=O)c1
  A = -6.6	B = -10.9	C = -0.7	D = 0.1

O=C(OCc1ccc([N+](=O)[O-])cc1)c1ccc(Br)o1
  A = 7.1	B = 7.2	C = 0.2	D = 0.0

CCC(C)(C)NC(=O)COc1ccc(C)c(C)c1
  A = 7.9	B = 17.7	C = -1.0	D = 0.3

Compounds above that contain bromine (4):
Letters – A = TEAD-YAP inh; B = MITF primary; C = GPR151 ag; D = FBW7 act
O=C(CC1(O)C(=O)Nc2ccc(Br)cc21)c1ccc(Cl)s1 (stereo unspecified)
  A = 5.3	B = 12.1	C = 2.2	D = -0.2

CCn1c(=NC(C)=O)sc2cc(Br)ccc21
  A = 3.2	B = 3.5	C = 1.0	D = -0.1

O=C1Nc2ccc(Br)cc2C1(O)c1ccccc1 (stereo unspecified)
  A = 7.1	B = 7.1	C = -1.1	D = -0.1

O=C(OCc1ccc([N+](=O)[O-])cc1)c1ccc(Br)o1
  A = 7.1	B = 7.2	C = 0.2	D = 0.0

More entries.
Letters – A = TEAD-YAP inh; B = MITF primary; C = GPR151 ag; D = FBW7 act
O=c1/c(=C/c2ccccc2)sc2nc(-c3cccs3)nn12
  A = -10.7	B = 3.6	C = 4.3	D = -0.2

Nc1c(C(=O)Nc2nc3ccccc3s2)sc2nc3cc4c(cc3cc12)OCO4
  A = -27.6	B = -6.7	C = 0.5	D = 0.2

Cc1ccc(-c2nc3ccccc3c(=O)n2CC(=O)Nc2ccc(F)c(Cl)c2)cc1
  A = 0.2	B = 6.6	C = -0.3	D = 0.0

COc1ccc(/C(N)=N/OC(=O)COc2cccc3ccccc23)cc1
  A = -8.8	B = -3.2	C = 0.5	D = 0.0

CCOc1cc2c(cc1OC)C(c1ccccc1F)NCC2 (stereo unspecified)
  A = -6.9	B = -3.1	C = -1.7	D = 0.7

CCCCc1cnc2c(c1SCC(=O)NCc1ccco1)c(=O)n(C)c(=O)n2C
  A = -5.6	B = 13.3	C = -0.5	D = 0.7

CCOC(=O)c1c(C)[nH]c(C(=O)/C(C#N)=C\c2ccco2)c1C
  A = -11.2	B = 4.7	C = 1.5	D = -0.1

O=C(Oc1ccc([N+](=O)[O-])cc1)c1ccccc1N1C(=O)c2ccccc2C1=O
  A = -7.1	B = 2.6	C = -0.2	D = -0.1

CCOC(=O)c1[nH]c(Cc2[nH]c(C(=O)OCC)c(C)c2CCN(CC)CC)c(CCN(CC)CC)c1C
  A = 3.5	B = -1.7	C = -0.8	D = -0.1

Cc1ccc(N2C(=O)NC(=O)/C(=C\c3ccc(O)c(Cl)c3)C2=O)cc1
  A = -10.7	B = -28.4	C = -1.5	D = 0.0

O=C(c1ccc(Cl)cc1Cl)N1CCc2c([nH]c3ccccc23)C1c1ccc(Cl)cc1 (stereo unspecified)
  A = 0.8	B = -3.1	C = 0.6	D = 0.0

CC(=O)N1CCc2c(sc(NC(=O)c3c(F)cccc3F)c2C(N)=O)C1
  A = -4.3	B = 10.7	C = -1.1	D = 0.2

Cc1cc(=O)nc2c3ccccc3n(C(C)C(=O)NCCN3CCOCC3)n12 (stereo unspecified)
  A = 4.0	B = 6.9	C = 0.7	D = -0.1

COc1ccc(S(=O)(=O)N2CCN(c3ccc([N+](=O)[O-])c(NCCc4ccccc4)c3)CC2)cc1OC
  A = 1.5	B = -6.8	C = 0.6	D = 0.2

CCCn1ncc(CN2CCN(CCCc3ccccc3)C(CCO)C2)c1C (stereo unspecified)
  A = 11.0	B = -0.2	C = 0.5	D = -0.1

COc1cc2nc(CN3CCC(OCc4ccccc4)CC3)nc(N)c2cc1OC
  A = 0.1	B = 27.3	C = 1.3	D = -1.4

O=C(c1cc(F)c(F)cc1Cl)N1CCN(c2ccc([N+](=O)[O-])c(NC3CC3)c2)CC1
  A = 4.5	B = 8.9	C = 1.2	D = 0.0

CSc1ccc(C2C(C#N)=C(N)N(c3ccccc3)C3=C2C(=O)CCC3)cc1 (stereo unspecified)
  A = -7.3	B = 1.3	C = 2.6	D = -0.2

Taken from above.
Under GPR151 ag, `CCCCc1cnc2c(c1SCC(=O)NCc1ccco1)c(=O)n(C)c(=O)n2C` has -0.5
Under FBW7 act, `COc1ccc(S(=O)(=O)N2CCN(c3ccc([N+](=O)[O-])c(NCCc4ccccc4)c3)CC2)cc1OC` has 0.2

Screening results: PubChem BioAssay, The Scripps Research Institute Molecular Screening Center
